Source: PubChem BioAssay
PLAP inhibition = PLAP enzyme inhibitors, biochemical, luminescence, HTS (AID 690) | purified PLAP, luminescent substrate; higher % means a stronger effect | actives 0.08% (n = 96,000) | inhibition, % at 20 µM, or IC50 in µM where a hit was titrated | Alkaline phosphatase, placental type (Homo sapiens); in the data active = a potency from the dose series; inactive = the rest, 99 in 100 with inhibition below about 30%; note: strong numbers were not always called active
MRP reversal = reversal of MRP1-mediated doxorubicin resistance, primary screen, H69AR cells, doxorubicin co-treatment; H69AR cells + 2 uM doxorubicin, CellTiter-Glo, 72 h; differential viability (reversal), % at 10 µM; actives 0.04% (n = 85,000); AID 602, 2007;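 active = viability drop by adding the cancer drug above about 55%, with treated viability meeting a 40% cutoff, limit read from the data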;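 note: viability without doxorubicin minus viability with 2 µM doxorubicin for each compound; larger differential means the compound sensitizes cells more to doxorubicin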
IL1B NFkB inh = inhibitors of IL-1B driven NFkB p65 nuclear import, primary screen, imaging, HUVEC, IL-1B stimulus, high-content imaging; AID 796, 2007; actives 0.43% (n = 94,000); HUVEC IL-1B NFkB p65 nuclear translocation imaging; inhibition, % at 2 µM;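 active = inhibition above about 30% together with a positive call from visual inspection of the well image, limit read from the data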;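 note: nuclear over cytoplasmic p65 intensity ratio measured by imaging; 0% = IL-1B stimulated DMSO wells and 100% = unstimulated DMSO wells; values of inactives mirror those of a sister screen read the other way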
NFkB transloc pot = enhancers of NFkB p65 translocation in HUVEC – imaging, IL-1B stimulus, high-content imaging, primary screen. actives 0.3% (n = 94,000). activation, % at 2 µM. HUVEC IL-1B NFkB p65 nuclear translocation imaging;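 active = activation above 40%, about the mean plus 3 SD, also judged a hit on visual image review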;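 note: percent activation is computed from the nuclear over cytoplasmic p65 intensity ratio; values of inactives mirror those of a sister screen read the other way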
Bcl-B displacement = displacers of TR3 peptide from Bcl-B, primary screen, selectivity assay for Bfl-1 inhibitor project, biochemical, fluorescence polarization; Bcl-2-like protein 10 (Homo sapiens); FP displacement of FITC-TR3 peptide from Bcl-B; higher % means a stronger effect; one-dose displacement, % at 20 µM; IC50 in µM for titrated hits; actives 0.11% (n = 96,000); AID 748, 2007;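 active = displacement above 50% at 20 µM plus a fluorescence interference ratio under 1.5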;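 note: plate controls were wells without compound for no effect and wells lacking Bcl-B protein for full effect; a part of the inactive calls stands beside numbers as strong as those of hits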
MRP reversal cytotoxicity = also measured in MRP reversal; calls as there; viability, %; H69AR cells, CellTiter-Glo, 72 h; measured here: cytotoxicity without doxorubicin
MRP reversal with doxorubicin = second read-out of MRP reversal, no call of its own (marks repeat the call); viability, %; measured here: viability with 2 uM doxorubicin; active compounds read low
IL1B NFkB inh cell count 2 µM = recorded beside IL1B NFkB inh, whose call it bears; cell count; measured here: cells passing quality filter;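 raw number of nuclei counted in each imaged well without normalization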
NFkB transloc pot cell count 2 µM = recorded beside NFkB transloc pot, whose call it bears; cell count; measured here: cells passing quality filter
Active calls of the source: *; / = no result given. This is a subset. The share of hits here may be higher or lower than overall.

smiles,PLAP inhibition,MRP reversal,MRP reversal cytotoxicity,MRP reversal with doxorubicin,IL1B NFkB inh,IL1B NFkB inh cell count 2 µM,NFkB transloc pot,NFkB transloc pot cell count 2 µM,Bcl-B displacement
CSc1nc(-c2ccco2)cc(-c2ccccc2)c1C#N,9%,-4,64,68,-12,119,12,119,4%
CCc1nnc(NC(=O)CSc2nnc(COc3ccc(C)cc3)n2-c2ccccc2)s1,-44%,-22,55,77,20,122,-20,122,5%
O=C(Nc1ccc(OCC(F)(F)C(F)F)c(C(F)(F)F)c1)c1ccccc1O,-17%,/,/,/,5,105,-5,105,4%
Cc1cc(C)n(-c2nc3ccccc3c(=O)n2OCC(=O)N(C)C)n1,-8%,4,95,91,-1,150,1,150,-3%
Cc1nnc(C)c2c(C)n(-c3ccc(Br)cc3)c(C)c12,5%,-3,91,93,-13,170,13,170,-13%
OC1(c2cccc(C(F)(F)F)c2)CCNCC1,19%,-1,94,95,-4,149,4,149,5%
COc1ccccc1NC(=S)NNC(=O)c1c(Cl)c(C)nn1C,-70%,/,/,/,-6,103,6,103,-4%
Cc1ccc(CCN2CC(C(=O)NCCN3CCOCC3)CC2=O)cc1 (stereo not drawn),21%,-19,95,114,-19,79,19,79,-14%
CC(=O)NS(=O)(=O)c1ccc(NC(=S)NC(=O)C(C)C)cc1,10%,/,/,/,12,142,-12,142,1%
CC(Sc1nc(N2CCCCC2)c2c(c1C#N)CCCC2)C(=O)O (stereo not drawn),-50%,30,75,44,-8,147,8,147,1%
CN(CCOC(=O)C1c2ccccc2Oc2ccccc21)C(C)(C)C,-16%,6,100,94,-2,162,2,162,-2%
CC1(C)CC(=O)C2=C(C1)N(c1ccc(F)cc1)C(=O)CC2c1ccsc1 (stereo not drawn),11%,-2,86,88,-8,170,8,170,6%
CC1(C)C(=O)C2(CCCCC2)C(=O)OC1c1cccs1 (stereo not drawn),4%,11,88,77,7,106,-7,106,-2%
CC(C)=CCCC1=CCC2C(=O)NNC(=O)C2C1 (stereo not drawn),/,39,90,51,9,123,-9,123,/
CC1CCCC(C(=O)O)N1C(=O)CCS (stereo not drawn),4%,5,103,98,1,119,-1,119,-7%
COc1ccc(Cc2nnc(SCC(=O)NC3CCCCC3)n2C)cc1,19%,1,100,99,-7,137,7,137,-14%
CCOc1ccc(N2C(=O)CC(NCCc3ccc(S(N)(=O)=O)cc3)C2=O)cc1 (stereo not drawn),-1%,-2,91,93,-6,184,6,184,2%
CCOC(=O)Nc1sc(NS(=O)(=O)c2ccc(C)cc2)nc1C,-21%,1,101,99,14,113,-14,113,-3%
CC(CCc1ccccc1)NC(=O)C1CCCN(C(=O)c2cc3sccc3n2C)C1 (stereo not drawn),-65%,-52,42,94,-7,226,7,226,-6%
CCNC(=O)/C(=C/c1ccco1)NC(=O)/C=C/c1ccccc1,-5%,/,/,/,-9,200,9,200,3%
O=C1OC(NC(=O)c2ccccc2)C(N2CCOCC2)=C1Cl (stereo not drawn),-4%,7,94,87,6,111,-6,111,-2%
COc1cc(C)nc(N(C)S(=O)(=O)c2ccccc2Cl)n1,22%,-19,55,74,11,133,-11,133,-6%
COc1ccc(CN2CN=C(Nc3nc4ccccc4s3)NC2)cc1,14%,-4,83,87,4,150,-4,150,8%
COc1ccc(N2CCCn3c2nc2c3c(=O)n(Cc3ccccc3F)c(=O)n2C)c(OC)c1,-44%,-4,61,65,4,163,-4,163,3%
Cc1cccc(N=C2NC(=O)/C(=C3/C(=O)N(C)c4ccccc43)S2)c1C,-68%,6,70,65,8,199,-8,199,16%
CCc1nc(-n2[nH]c(=O)c3ccccc3c2=O)c2c3c(sc2n1)CCCC3,/,/,/,/,-11,182,11,182,/
O=C(CN1CCCCC1)Nc1cccc(Br)c1,4%,10,97,87,-18,138,18,138,4%
Cc1nn(-c2ccc(F)cc2)c2sc(C(=O)O)cc12,/,15,97,82,-27,166,27,166,/
CC(C)(C)c1[nH]nc2c1C(c1cccnc1)C(C#N)=C(N)O2 (stereo not drawn),10%,/,/,/,13,146,-13,146,7%
COc1ccc(N2CCN(c3oc(-c4ccco4)nc3C#N)CC2)cc1,22%,14,99,85,-4,81,4,81,0%
COc1ccc(N2CCN(C(=O)CSc3ncnc4c3cnn4-c3ccccc3C)CC2)cc1,2%,-2,80,82,-12,158,12,158,-4%
N=c1c2c(-c3ccccc3)c(-c3ccccc3)n(Cc3ccccc3)c2ncn1CCCn1ccnc1,-230%,0,0,0,2,109,-2,109,-12%
NS(=O)(=O)c1ccc(NC(=O)CN2CCCCC2)cc1,-4%,-5,101,107,5,189,-5,189,-4%
Cc1ccc(-n2nnnc2Sc2nc([N+](=O)[O-])nn2C)cc1C,4%,/,/,/,-2,145,2,145,-2%
COCCn1c(SCC(=O)NCc2cccs2)nnc1-c1ccc(OC)cc1,20%,0,86,86,-7,157,7,157,-2%
Cc1ccc(Nc2c(-c3ccc(C)o3)nc3cnccn23)cc1,-1%,-4,83,87,3,131,-3,131,4%
CC(C)(C(N)=O)N1CCN(c2ncc(C(F)(F)F)cc2Cl)CC1,3%,-2,76,79,-5,178,5,178,-4%
Nc1nnc(SCCOc2ccc(Br)cc2)s1,-24%,-10,79,89,14,89,-14,89,-4%
CCOc1ccc(-c2nnc(-c3ccccc3)n2-c2ccccc2)cc1,-74%,/,/,/,1,162,-1,162,-1%
CSc1nc(Oc2ccc(F)cc2F)cc(C(F)(F)F)n1,-2%,/,/,/,-12,137,12,137,-8%
C/C(=N\N=C(/N)SC1CC(=O)N(c2cccc(Cl)c2)C1=O)c1cccs1 (stereo not drawn),-5%,/,/,/,8,36,-8,36,2%
CC1CCc2cc(F)ccc2N1C(=O)CSc1nnc(-c2cccs2)n1C (stereo not drawn),-20%,4,91,87,-6,110,6,110,-1%
CC(=O)Nc1ccc(OC(=O)c2cc3ccccc3oc2=O)cc1,10%,/,/,/,-3,131,3,131,-1%
CC1(C)Cc2cccc(OCC(=O)N3CCN(S(=O)(=O)c4ccc(F)cc4)CC3)c2O1,-10%,/,/,/,-31,134,31,134,-3%
COc1ccc([N+](=O)[O-])cc1NC(=O)CCc1ccccc1,-20%,/,/,/,0,170,0,170,17%
O=C(CSc1nnc(-c2cccnc2)n1Cc1ccco1)NCc1ccc2c(c1)OCO2,-21%,18,94,76,2,175,-2,175,6%
COc1ccccc1N(CC(=O)Nc1c(C)cccc1C)S(C)(=O)=O,1%,16,104,88,-5,205,5,205,10%
Cc1ccc(NNS(=O)(=O)c2ccc(C)cc2)cc1,5%,/,/,/,-13,177,13,177,11%
O=C(OCc1cc2ccccc2[nH]c1=O)c1ccccc1,17%,9,109,100,6,165,-5,165,6%
CCCC(=O)Nc1nc2ccc(OC)cc2s1,-20%,23,90,67,/,/,/,/,-4%

Additional compounds follow.
smiles,PLAP inhibition,MRP reversal,MRP reversal cytotoxicity,MRP reversal with doxorubicin,IL1B NFkB inh,IL1B NFkB inh cell count 2 µM,NFkB transloc pot,NFkB transloc pot cell count 2 µM,Bcl-B displacement
CCOC(=O)c1cc2c(=O)n3ccccc3nc2n(CC(C)C)c1=NC(=O)c1ccco1,-36%,21,54,32,-9,154,9,154,7%
CC(C)(C)c1ccc(CN2C3=NCCCN3c3ccccc32)cc1,/,-29,15,44,21,23,-21,23,/
CC(C)C1Oc2ccccc2N(CC(=O)NCCCN2C(C)CCCC2C)C1=O (stereo not drawn),4%,5,96,91,-13,134,13,134,2%
O=C(CCCC(=O)N1CCCc2ccccc21)N1CCCc2ccccc21,-46%,-1,89,90,-6,149,6,149,0%
CN(C)CC(O)COc1ccc(-c2ccc(C#N)cc2)cc1 (stereo not drawn),12%,8,86,78,-18,72,18,72,5%
O=C(CSc1nnc(CNc2ccc(Cl)cc2)o1)Nc1nc2c(s1)CCCC2,-28%,-25,44,69,/,/,/,/,5%
Cc1ccsc1/C=N/NC(=O)c1c[nH]c2ccccc12,13%,/,/,/,-1,92,1,92,-3%
CCCNC(=O)CN(C)S(=O)(=O)c1c(C)cc(C)cc1C,/,10,89,79,22,110,-22,110,/
COc1ccc(OC)c(C2CC(c3c(-c4ccccc4)c4cc(Cl)ccc4[nH]c3=O)=NN2S(C)(=O)=O)c1 (stereo not drawn),-5%,/,/,/,4,179,-4,179,-216%
O=C(COC(=O)C1CCC1)NCc1ccccc1Cl,15%,10,102,92,-12,161,12,161,-2%
CC12CN3CC(C)(CN(C1)C3c1cc3ccccc3[nH]1)C2=O (stereo not drawn),12%,-29,73,102,/,/,/,/,2%
O=S1(=O)CCN(Cc2ccc(Cl)cc2)CC1,-27%,/,/,/,-6,179,6,179,-11%
CCc1ccc(Nc2ncc3c(n2)CC(c2ccc(OC)cc2)CC3=O)cc1 (stereo not drawn),-14%,15,68,53,-1,146,1,146,19%
CCC1(C)Cc2c(sc3nnn(CC(=O)Nc4ccccc4)c(=O)c23)CO1 (stereo not drawn),8%,/,/,/,-10,203,10,203,-11%
COC(=O)c1ccc(NS(=O)(=O)N(C)C)cc1,14%,11,93,82,-16,160,16,160,-6%
Cc1cccc(-n2c(SCC(=O)NCc3ccco3)nnc2-c2ccco2)c1,/,1,81,80,2,96,-2,96,3%
O=C(CN1CCc2ccccc21)NC(=O)NCc1ccco1,-11%,/,/,/,-1,135,1,135,5%
CCn1c(=O)cc(SCC(=O)NCc2ccc(C)o2)c2ccccc21,8%,2,101,98,0,139,-18,56,13%
CCC1=NN(C(=O)CCc2ccccc2)C(O)(C(F)(F)F)C1 (stereo not drawn),10%,/,/,/,-2,151,2,151,3%
O=c1c2c(nc3c(-c4ccc(Cl)cc4)c[nH]n13)CCCC2,-2%,-14,20,33,-17,112,17,112,-8%
Clc1ccc(CSc2snnc2-c2ccccc2)c(Cl)c1,46%,/,/,/,-2,138,2,138,4%
Cc1ccc(C(=O)C(C)OC(=O)C2CC(=O)N(C3CCCCC3)C2)cc1 (stereo not drawn),-11%,-6,98,103,-6,105,6,105,0%
CCCOc1ccc(C(=O)c2nc3c(n2O)CCCC3)cc1,6%,/,/,/,10,117,-10,117,2%
Brc1cccc(-c2nnc3n2CCC3)c1,7%,12,99,87,1,123,-1,123,14%
CC(=O)N1CCN(Cc2nc3cc(NC(=O)Cn4nc(C)c5ccccc5c4=O)ccc3n2C)CC1,-25%,-9,95,104,-9,72,9,72,-1%
Cc1cc(NC(=O)CCC(=O)N(CC(=O)NC2CCCC2)Cc2ccco2)no1,15%,7,103,96,19,142,-19,142,-4%
CC(Nc1cc(N2CCN(C(=O)C(C)(C)C)CC2)ccc1[N+](=O)[O-])c1ccccc1 (stereo not drawn),-7%,/,/,/,4,172,-3,172,20%
CCc1ccc(C(=O)Nc2ccc(S(=O)(=O)Nc3nc(C)cc(C)n3)cc2)o1,-38%,4,104,101,2,102,-2,102,5%

Part of the list above, with two lines to a compound:
Below each SMILES – PLAP inhibition	MRP reversal	MRP reversal cytotoxicity	MRP reversal with doxorubicin	IL1B NFkB inh	IL1B NFkB inh cell count 2 µM	NFkB transloc pot	NFkB transloc pot cell count 2 µM	Bcl-B displacement
CCC1=NN(C(=O)CCc2ccccc2)C(O)(C(F)(F)F)C1 (stereo not drawn)
→ 10%	/	/	/	-2	151	2	151	3%
O=c1c2c(nc3c(-c4ccc(Cl)cc4)c[nH]n13)CCCC2
→ -2%	-14	20	33	-17	112	17	112	-8%
Clc1ccc(CSc2snnc2-c2ccccc2)c(Cl)c1
→ 46%	/	/	/	-2	138	2	138	4%
